Bioassay records deposited in PubChem BioAssay by several laboratories.
LMPTP inh = LMPTP phosphatase inhibitors, primary screen, biochemical, fluorescence intensity, uHTS; Low molecular weight phosphotyrosine protein phosphatase (Homo sapiens), P24666; recombinant LMPTP-A, OMFP fluorogenic substrate; inhibition, % at 20 µM; 360,000 tested, 0.22% active; AID 651560, 2012;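 active = compounds that cut the enzyme signal by at least half of the control window in the single-dose screen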;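 note: plate controls were DMSO wells with enzyme plus substrate for no effect and substrate without enzyme for full effect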
Target sequence (P24666 whole entry, looked up): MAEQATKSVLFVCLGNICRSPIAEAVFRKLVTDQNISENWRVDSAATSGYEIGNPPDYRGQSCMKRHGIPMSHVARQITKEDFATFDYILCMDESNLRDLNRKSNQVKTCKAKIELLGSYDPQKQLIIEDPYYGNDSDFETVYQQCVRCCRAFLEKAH
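Assay system: LMPTP-A, protein tyrosine phosphatase of low molecular weight / Medium: pH 6.0 Bis-Tris buffer with DTT and Triton X-100 / Schedule: 50 min enzyme reaction at room temperature, protected from light / Measured by: endpoint fluorescence intensity from OMFP dephosphorylation / Read-out basis: % inhibition relative to no-enzyme and uninhibited control wells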
DNMT1 inh = human DNMT1 methyltransferase inhibitors, primary screen, biochemical, molecular beacon, fluorescence, HinP1I cleavage, uHTS; AID 588458, 2011; DNA (cytosine-5)-methyltransferase 1 (Homo sapiens), P26358; 360,000 tested, 0.83% active; inhibition (reported as % activation of signal), % at 10 µM; in the data active = inhibition above about 50%
Scp1 inh = Scp-1 phosphatase inhibitors, primary screen, biochemical, colorimetric, uHTS; 340,000 tested, 0.88% active; AID 493091, 2011; Recombinant Scp1, phosphopeptide, malachite green phosphate absorbance; inhibition, % at 20 µM; Carboxy-terminal domain RNA polymerase II polypeptide A small phosphatase 1 (Homo …;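 active = inhibition above about 50% at 20 µM, limit read from the data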;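 note: plate controls were DMSO wells with enzyme for no effect and wells lacking enzyme for full effect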
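Material: truncated SCP-1 phosphatase (76-261aa) / Buffer or medium: 50 mM Tris acetate pH 5.5, 0.005% Tween-20, 10 mM MgCl2 / Compound dosing: one concentration, 20 µM, with 1.0% DMSO / Incubation: 45 min room-temperature reaction, 5 min colour, 30 min stabiliser / Detection: colorimetric free-phosphate detection, absorbance 630 nm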
Tb MetRS inh = T. brucei MetRS inhibitors, primary screen, biochemical, luminescence | methionyl-tRNA synthetase (Trypanosoma brucei brucei) | purified T. brucei MetRS, ATP depletion, Kinase-Glo luminescence | inhibition, % at 11.9 µM | 360,000 tested, 0.4% active | AID 624268, 2012;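 active = inhibition above a per-plate cutoff of the control wells' mean inhibition plus 3 SD, cut at about 5.5% in these data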;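 note: 0% = DMSO wells median and 100% = median of wells with control inhibitor compound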
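Material: parasite MetRS enzyme / Replication: singlicate, one well per compound / Signal: luminescence of leftover ATP / Schedule: 2 h aminoacylation at 25 °C after 15 min preincubation / Medium: HEPES-MgCl2-KCl buffer plus DTT, spermine, BSA, pyrophosphatase / Doses: 11.9 µM single point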
STEP block = STEP phosphatase inhibitors, primary screen, biochemical, fluorescence intensity, uHTS | recombinant STEP, OMFP fluorogenic substrate | inhibition, % at 20 µM | 360,000 tested, 0.25% active | AID 588621, 2011;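 active = inhibition at 20 µM, scaled per plate between control wells, above about 37%, limit read from the data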;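 note: 0% = DMSO with enzyme and substrate and 100% = substrate only without enzyme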
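Also added – OMFP at 25 µM · Test system – STEP tyrosine phosphatase · Technique – FITC-channel fluorescence of OMFP product · Schedule – 20 min at room temperature, dark · Evaluation – control-normalized % inhibition with plate pattern correction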
CSN inh = inhibitors of CSN-mediated cullin deneddylation, primary screen, biochemical, fluorescence polarization, uHTS | inhibition, % at 12.5 µM | Purified CSN, SCF-Nedd8-OG deneddylation | AID 651999, 2013 | 360,000 tested, 0.38% active;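 active = pattern-corrected inhibition above about 35%, with an unprinted fluorescence ratio check between 0.5 and 1.5, limit read from the data, passing the limit was not always enough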;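 note: 0% = enzyme with substrate and 100% = substrate without enzyme; some results filed as inactive read as strong as hits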
Target sequence (Q92905 whole entry, looked up, one chain of several): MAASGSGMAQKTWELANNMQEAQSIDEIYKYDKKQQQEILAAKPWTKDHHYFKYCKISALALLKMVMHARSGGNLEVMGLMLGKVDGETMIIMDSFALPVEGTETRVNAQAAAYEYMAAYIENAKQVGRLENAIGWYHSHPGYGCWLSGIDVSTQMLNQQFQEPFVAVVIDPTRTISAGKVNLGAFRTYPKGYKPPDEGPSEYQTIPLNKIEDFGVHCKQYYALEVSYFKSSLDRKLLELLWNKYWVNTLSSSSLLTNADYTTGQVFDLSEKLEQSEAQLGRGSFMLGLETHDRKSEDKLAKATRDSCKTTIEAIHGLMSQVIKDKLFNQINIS
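Assay system: HEK293T-derived human Csn5 enzyme; quantity: 0.24 nM enzyme; medium: Tris/NaCl/DTT buffer, pH 7.5; also added: substrate SCFSkp2-Nedd8OG, 10 nM; doses: 12.5 µM compound; schedule: 90 min reaction at room temperature; signal: FP; read-out: % inhibition of substrate cleavage by Csn5; benchmarks: substrate-only high control, full reaction low control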
NadD inh = inhibitors of S. aureus NadD, primary screen, biochemical, colorimetric, uHTS; Nicotinate-nucleotide adenylyltransferase NadD (Staphylococcus aureus N315); purified NadD enzyme, colorimetric absorbance read-out; inhibition, % at 20 µM; 360,000 tested, 0.78% active; AID 602399, 2012; in the data active = inhibition above about 26%; note: some compounds past the cut are filed as inactive
SUMO1-SIM PPI = modulators of SUMO1 protein-protein interactions, primary screen, biochemical, uHTS | AID 602429, 2012 | SUMO1 binding to a labelled peptide, TR-FRET, 1 h | 360,000 tested, 0.33% active | inhibition, % at 20 µM | Small ubiquitin-related modifier 1 (Homo sapiens), P63165; in the data active = inhibition above about 37%
Target sequence (P63165 whole entry, looked up): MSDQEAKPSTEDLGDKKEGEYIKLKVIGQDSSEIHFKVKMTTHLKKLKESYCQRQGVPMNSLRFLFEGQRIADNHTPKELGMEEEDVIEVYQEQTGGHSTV
Rpn11 block = Rpn11 (PSMD14) deubiquitinase inhibitors, primary screen, biochemical, fluorescence polarization, uHTS. human 26S proteasome, Ub4-pepOG fluorescence polarization; 20S core pre-blocked with epoxomicin. calls only at 20 µM. 26S proteasome non-ATPase regulatory subunit 14 (Homo sapiens), O00487. 360,000 tested, 0.59% active;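 active = inhibition at 20 µM, scaled to each plate's controls, above about 33%, limit read from the data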
Target sequence (O00487 whole entry, looked up): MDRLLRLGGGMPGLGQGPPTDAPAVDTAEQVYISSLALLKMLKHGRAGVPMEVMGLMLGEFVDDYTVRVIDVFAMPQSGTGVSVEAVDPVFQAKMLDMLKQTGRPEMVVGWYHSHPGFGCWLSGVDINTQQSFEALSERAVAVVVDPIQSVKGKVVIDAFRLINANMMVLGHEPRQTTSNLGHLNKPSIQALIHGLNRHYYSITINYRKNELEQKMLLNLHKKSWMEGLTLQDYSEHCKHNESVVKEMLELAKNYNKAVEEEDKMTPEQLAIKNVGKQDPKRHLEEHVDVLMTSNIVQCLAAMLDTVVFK
MsrA inh = bovine MsrA enzyme inhibitors, primary screen, biochemical, absorbance, HTS; Methionine sulfoxide reductase A (Bos taurus); purified bovine MsrA, absorbance read-out; inhibition, % at 15.5 µM; 360,000 tested, 0.75% active; in the data active = inhibition above about 4.5%;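 note: 0% = vehicle wells with enzyme and 100% = reference inhibitor wells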
Active calls of the source: *; i = inactive; / = not tested or not shown; + = active, no number.

SMILES	LMPTP inh	DNMT1 inh	Scp1 inh	Tb MetRS inh	STEP block	CSN inh	NadD inh	SUMO1-SIM PPI	Rpn11 block	MsrA inh
O=C(Nc1c(Cl)cccc1Cl)c1cc(=O)n(Cc2ccccc2)c(=O)[nH]1	0.2	-3	-8	-0.2	0	-8	-15	4	i	1.8
OCCCNCc1cccc2ccccc12	1.1	2	-2	-1.9	-5	2	3	2	i	0.8
O=C1NC(=O)C2(CCCCCC2)N1	-3.3	3	-1	0.2	-3	4	3	-5	i	0.8
Cc1ccc(C(=O)c2c3ccccc3[n+]([O-])n2[C@@H](C)C(N)=O)cc1	-1.1	1	-8	0.5	1	-1	-5	-8	i	0.7
C[C@H](CO)N1C[C@H](C)[C@@H](CN(C)C)Oc2c(NC(=O)CCCCCC(=O)Nc3ccccc3N)cccc2C1=O	-1.1	-2	-14	0.4	2	-6	-5	-1	i	0.0
Cc1ccc(-c2nc3ccc(Cl)cc3c(=O)n2O)cc1	0.8	4	-7	0.0	-4	-1	2	16	i	0.5
C(=N\n1cnnc1)/c1ccc2c(c1)OCCO2	-0.9	1	-4	-0.7	-2	-3	-5	-5	i	3.0
C=CCn1c2ccccc2c2nnc(SCC(N)=O)nc21	2.4	5	1	2.9	-1	-3	0	-12	+	3.1
O=C(O)c1cc(Sc2ccc(Br)cc2)nc2ccccc12	-1.4	-2	-3	-0.3	0	-8	-5	-6	i	1.4
COC(=O)c1cc(S(=O)(=O)NC2CCCCC2)cn1C	-0.6	2	-2	-0.1	0	3	-2	-3	i	-1.0
CS(=O)(=O)c1ccc(Cl)c(NC(=O)c2cccc(N3C(=O)CCC3=O)c2)c1	-0.5	-2	-6	-0.5	0	3	-4	-1	i	2.0
CC(=O)c1cccc(NC(=O)CCS(=O)(=O)c2cccc3nonc23)c1	-0.9	-2	2	-1.0	3	1	-5	-30	i	-0.6

Brought forward from above: 6 entries; new compounds follow.
SMILES	LMPTP inh	DNMT1 inh	Scp1 inh	Tb MetRS inh	STEP block	CSN inh	NadD inh	SUMO1-SIM PPI	Rpn11 block	MsrA inh
C(=N\n1cnnc1)/c1ccc2c(c1)OCCO2	-0.9	1	-4	-0.7	-2	-3	-5	-5	i	3.0
C=CCn1c2ccccc2c2nnc(SCC(N)=O)nc21	2.4	5	1	2.9	-1	-3	0	-12	+	3.1
O=C(O)c1cc(Sc2ccc(Br)cc2)nc2ccccc12	-1.4	-2	-3	-0.3	0	-8	-5	-6	i	1.4
COC(=O)c1cc(S(=O)(=O)NC2CCCCC2)cn1C	-0.6	2	-2	-0.1	0	3	-2	-3	i	-1.0
CS(=O)(=O)c1ccc(Cl)c(NC(=O)c2cccc(N3C(=O)CCC3=O)c2)c1	-0.5	-2	-6	-0.5	0	3	-4	-1	i	2.0
CC(=O)c1cccc(NC(=O)CCS(=O)(=O)c2cccc3nonc23)c1	-0.9	-2	2	-1.0	3	1	-5	-30	i	-0.6
COc1ccc(/C=C2\CCCCC2=O)cc1	0.7	-4	-11	-0.6	-1	3	-10	-15	i	0.4
OCCOCCNc1ncnc2nc[nH]c12	-2.8	3	0	-0.1	1	5	-1	7	i	-0.8
Cc1ccc(C(=O)NNC(=O)c2ccccc2)cc1S(=O)(=O)N1CCCCC1	-1.3	5	-3	-0.1	5	-1	-4	0	i	-0.2
CN(Cc1ccncc1)C1CC(=O)N(c2ccc(Cl)cc2)C1=O (centres undefined)	-2.5	0	-10	-1.3	-11	-3	2	-1	i	-1.0
CCc1[nH]nc(C(=O)N2CCCC(CO)(Cc3ccc(F)cc3F)C2)c1C (centres undefined)	-0.3	-2	-9	0.3	1	4	1	2	i	0.4
CCCCNC(=O)C1c2ccccc2OCC(=O)N1Cc1ccc2c(c1)OCO2 (centres undefined)	-1.2	/	/	-0.3	/	-1	3	2	/	-0.7
Cc1ccccc1-c1ccc(C(=O)NCc2ccccc2)o1	3.1	-1	6	-0.1	1	-5	-4	0	i	-0.5
O=C(O)c1cc(N=Cc2c(O)c3ccccc3oc2=O)ccc1O	-1.9	-5	-4	-0.7	1	-7	-4	-12	i	3.4
COc1ccccc1N(C)S(=O)(=O)c1ccc(C(=O)Nc2ccc(C)cc2C)cc1	1.5	4	-9	-0.5	3	-1	-3	3	i	0.2
Cc1cccc(NS(=O)(=O)c2ccc3c(c2)OCCO3)c1	0.0	1	-5	-0.6	1	0	-11	5	i	1.0
Cc1cccc(-c2nc(CS(=O)CC(=O)NCC3CCCO3)c(C)o2)c1 (centres undefined)	-2.7	2	-9	0.2	4	-1	-3	7	i	0.1
CON(C)S(=O)(=O)c1cccc(C(=O)Nc2cccc(S(=O)(=O)NC3=NCCCCC3)c2)c1	-1.4	3	-6	0.2	2	-3	-1	6	i	0.0
COc1ccc(N(CC(=O)N2CCc3ccccc3C2)S(=O)(=O)c2c(C)[nH]c(=O)[nH]c2=O)cc1	-0.8	1	-7	0.3	-2	-1	-1	4	i	-0.8
CC(C(=O)Nc1cc([N+](=O)[O-])ccc1Cl)N1CCN(c2ccccc2O)CC1 (centres undefined)	2.1	-9	-3	0.1	0	-9	-1	-16	i	1.3
Cc1cc(C)c(OCC(=O)Nc2ccc3c(c2)OCO3)cc1C	-0.8	1	-2	-0.3	-3	1	2	4	i	1.9
Cc1ccc(OCCNC(=O)CNC(=O)c2ccc3c(c2)OCO3)cc1	0.1	2	-3	-0.3	0	2	-6	0	i	-1.5
CSCCOC(=O)c1[nH]c2c(c1C)C(=O)CC(c1ccco1)C2 (centres undefined)	22	29	75*	-0.5	0	5	-2	4	i	-0.6
COc1ccc(-c2cc3ccc(OCC(=O)NCC4CCC(C(=O)O)CC4)cc3oc2=O)cc1 (centres undefined)	1.3	0	34	-1.8	1	1	1	-14	i	2.4
COC(=O)Cn1c(C(O)c2ccccc2)nc2ccccc21 (centres undefined)	-0.1	3	-2	0.1	3	-5	-1	0	i	1.4
O=C(N/N=C/c1cccc2cccnc12)[C@H]1C[C@@H]1c1ccccc1	0.7	2	-5	-0.7	2	0	0	-20	i	0.3
Cc1ccc(C(=O)c2c[nH]cc2-c2ccccc2)cc1	1.1	-1	0	0.4	5	0	-3	-3	i	1.1
COc1ccccc1CC(=O)NC1CCC(C)CC1 (centres undefined)	0.6	1	-4	-0.8	1	3	-2	4	i	-0.1
O=C(c1ccccc1)c1ccc(Sc2ccc([N+](=O)[O-])cc2)cc1	1.4	1	-16	-0.2	5	2	4	-4	i	1.7
O=c1c(Cl)c(N2CCOCC2)cnn1-c1nc2ccccc2[nH]1	0.3	2	-6	-0.1	0	-4	0	-21	i	4.8*

Just Scp1 inh and DNMT1 inh, for 3 of the compounds above:
Compound | Scp1 inh | DNMT1 inh
COC(=O)Cn1c(C(O)c2ccccc2)nc2ccccc21 (centres undefined) | -2 | 3
O=C(N/N=C/c1cccc2cccnc12)[C@H]1C[C@@H]1c1ccccc1 | -5 | 2
Cc1ccc(C(=O)c2c[nH]cc2-c2ccccc2)cc1 | 0 | -1

Next compounds
SMILES	LMPTP inh	DNMT1 inh	Scp1 inh	Tb MetRS inh	STEP block	CSN inh	NadD inh	SUMO1-SIM PPI	Rpn11 block	MsrA inh
CC(OC(=O)c1ccccc1NCCO)C(=O)Nc1ccc(S(=O)(=O)N2CCOCC2)cc1 (centres undefined)	-0.8	0	-1	-0.3	0	-2	1	3	i	1.3
Cc1noc(C)c1S(=O)(=O)N1CCCC(C(=O)NCc2ccccn2)C1 (centres undefined)	1.1	-1	-5	-0.8	0	4	-4	7	i	0.2
O=C(CSc1ccc(F)cc1)NC1CCCCC1	-0.7	0	1	-0.3	-3	1	-3	-1	i	0.1
COc1ccc(-c2n[nH]c(=S)n2CC(C)C)cc1	-1.8	-4	-2	-0.5	2	6	9	0	i	0.7
COc1ccc(C(=O)CC(=O)C(=O)Nc2ccc(OC)c(Cl)c2)cc1	-0.1	0	-9	0.0	5	3	9	-3	i	-0.8
CC(NC(N)=O)C(=O)Nc1ccc(Cl)c(S(=O)(=O)Nc2ccc(Br)cc2)c1 (centres undefined)	0.2	-1	-1	-0.1	-5	2	-5	4	i	-1.6
CCNC(=O)C1(C)CCN(C(=O)c2ccccc2OC(F)(F)F)C1 (centres undefined)	-0.8	-1	/	0.3	0	-3	-5	-1	i	0.4
CCOC(=O)c1sc2ccccc2c1OC(=O)c1ccc(C)cc1	3.8	-3	-12	-0.3	0	3	-1	-4	i	/
COc1ccc(-c2cc(C(=O)Nc3sc4c(c3C#N)CCCC4)c3ccccc3n2)cc1	-0.2	4	16	-0.7	-2	3	36*	5	i	0.3
CCOc1ccc(S(=O)(=O)N2CCCC(C(=O)N3CCOCC3)C2)cc1 (centres undefined)	0.7	4	-4	-0.1	1	-4	3	-2	i	0.2
Cc1cccc(C)c1NC(=S)N(CCN(C)C)Cc1cccs1	-1.6	-3	-4	-0.9	-1	-2	-4	3	i	0.5
O=[N+]([O-])c1ccc(N2CCN(S(=O)(=O)c3ccc(Cl)c(Cl)c3)CC2)cc1NCCN1CCOCC1	1.7	3	11	-1.9	1	-4	8	-5	i	-0.4
